# IL-1B inflam inh – qHTS for Inhibitors of Inflammasome Signaling: IL-1-beta AlphaLISA Primary Screen | THP-1 LPS/ATP IL-1B secretion, AlphaLISA, 16 h; stronger effect = lower value | activity change, % at 57.5 µM | hit rate 4.7% among 360,000; in the data active = activity change below about -50%; inconclusive = mostly about -30% to -49%; also: % is scaled to controls: 0 for no effect and ±100 for the full control effect
#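 Secreted IL-1B measured by AlphaLISA bead assay after 16 h compound exposure of THP-1 cells; compounds (final up to 57.5 uM) added 1 h before LPS (250 ng/mL) and ATP (1.25 mM) stimulation; lower signal means less secretion.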
# SW480 rereplic – A quantitative high throughput screen for small molecules that induce DNA re-replication in SW480 colon adenocarcinoma cells; SW480 DNA re-replication, Hoechst DNA content imaging, 48 h; Potency, µM (titrated, usually from 46.1 µM), for inactives: at the highest dose re-replication activation, hits mostly activators; hit rate 1.8% among 340,000; also: potency is read from the fitted curve at half-maximal effect; % of control where 0% means no effect; nearly all actives have a fitted effect of over 55% in size
#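 First, 250 cells per well were seeded. Next, compound or vehicle (23 nL) was pinned in, plates sat 48 hr at 37 C. Finally Hoechst was added for 40 min before fluorescence scanning.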
# KB-3-1 cytotox – qHTS assay for MDR1-selective chemotherapeutics: Primary screen using the parental adenocarcinoma cell KB-3-1; KB-3-1 viability, CellTiter-Glo ATP luminescence, 72 h; Potency, µM (series often up to 46.1 µM), for the others: at the top dose activity change, negative = cytotoxic, most hits filed as cytotoxic; hit rate 1.4% among 400,000; also: potency is read from the fitted curve at half-maximal effect; % is scaled to controls: 0 for no effect and ±100 for the full control effect; nearly all actives have a fitted effect of over 60% in size
#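 Parental KB-3-1 viability, qHTS format: 72 h compound exposure, 37 °C; CellTiter-Glo; media-only wells and DMSO plates as controls; concentration-effect fits on corrected data.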
# MCF10A rerep – A quantitative high throughput screen for small molecules that induce DNA re-replication in MCF 10a normal breast cells; MCF 10A DNA re-replication, Hoechst nuclear intensity, 48 h; Potency, µM (top dose mostly 46.1 µM), without a hit: at the highest dose activity, positive = re-replication, usual class: activators; hit rate 2.9% among 350,000; AID 624296, 2012; also: potency is read from the fitted curve at half-maximal effect; % of control where 0% means no effect; nearly all actives have a fitted effect of over 50% in size
# KB-V1 cytotox – qHTS assay for MDR1-selective chemotherapeutics: Primary screen using the drug-selected MDR subline cells KB-V1; KB-V1 MDR cells viability, CellTiter-Glo, 72 h; Potency, µM (highest dose often 46.1 µM), without a hit: at the highest dose activity change, negative = cytotoxicity, hits mostly cytotoxic; hit rate 3.4% among 400,000; also: potency is read from the fitted curve at half-maximal effect; % is scaled to controls: 0 for no effect and ±100 for the full control effect; nearly all actives have a fitted effect of over 60% in size
#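 Potencies derive from concentration-effect curves fitted to normalized luminescence (CellTiter-Glo) of KB-V1 cells treated for 72 h at 37 degrees C in phenol-red-free DMEM containing 10% FBS.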
# HEK293 tox – qHTS of GLP-1 Receptor Inverse Agonists: Cytotox Screen; HEK293 cAMP-luciferase reporter cells, luminescence, 24 h; Potency, µM (doses to about 38.3 µM), inactives show at the highest dose activity change, negative = inhibition, actives largely listed as inhibitors; hit rate 0.13% among 410,000; AID 624418, 2012;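 also: loss of luciferase light is scored as toxicity; potency is read from the fitted curve at half-maximal effect; % is scaled to controls: 0 for no effect and ±100 for the full control effect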
#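 Quantitative HTS format, 1536 wells, 200 cells/uL seeded. Compounds: 23 nL, 24 h, 37 °C. Detection: luciferase reagent, luminescence at 12 min RT; decreased signal taken as cytotoxic.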
# HT1080 IDH1KD tx – qHTS for induction of synthetic lethality in tumor cells producing 2HG: qHTS for the HT-1080-IDH1KD cell line; HT-1080 IDH1 knockdown viability, ATP luminescence, 48 h; Potency, µM (top dose mostly 46.1 µM), for inactives: top-dose activity, negative = toxicity, actives largely listed as cytotoxic; hit rate 2% among 360,000; AID 686971, 2013;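 also: potency is read from the fitted curve at half-maximal effect; 0% = DMSO wells and -100% = cell-free medium wells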
#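 Assay cells: HT-1080 with IDH1 knockdown, 750 per well, RPMI/5% FBS. Exposure: 48 h at 37 °C following 2 h pre-incubation. Read: CellTiter-Glo luminescence; fitted concentration-response, curve class assigned.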
# D3 ag – qHTS of D3 Dopamine Receptor Agonist: qHTS. max activation, %. D3R DiscoveRx beta-arrestin cells, luminescence, 90 min. hit rate 0.58% among 410,000. D(3) dopamine receptor (Homo sapiens), P35462. AID 652048, 2013; in the data active = max activation above about 30%; also: 0% is about no effect; mostly tested at two doses, the higher about 12 µM
# Target sequence (P35462 whole entry, looked up): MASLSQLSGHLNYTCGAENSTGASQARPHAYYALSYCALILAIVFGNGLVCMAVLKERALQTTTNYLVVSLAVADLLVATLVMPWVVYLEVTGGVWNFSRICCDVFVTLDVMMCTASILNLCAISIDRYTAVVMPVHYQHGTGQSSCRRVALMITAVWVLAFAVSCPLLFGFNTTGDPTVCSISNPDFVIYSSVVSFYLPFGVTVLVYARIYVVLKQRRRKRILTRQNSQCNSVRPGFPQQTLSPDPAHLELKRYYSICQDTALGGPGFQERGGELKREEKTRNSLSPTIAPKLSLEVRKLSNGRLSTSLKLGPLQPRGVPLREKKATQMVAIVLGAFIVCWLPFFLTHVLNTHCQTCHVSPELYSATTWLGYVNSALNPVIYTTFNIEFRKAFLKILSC
#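 Cells at 1500/well, incubated overnight, then treated with pinned compounds (dopamine as control) for 90 min at 37 degrees C. DiscoveRx reagent added for 30 - 60 minutes at room temperature; luminescence read.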
# HT1080NT lethal – qHTS for induction of synthetic lethality in tumor cells producing 2HG: qHTS for the HT-1080-NT fibrosarcoma cell line. HT-1080-NT fibrosarcoma viability, CellTiter-Glo ATP luminescence, 48 h. Potency, µM (titrated, usually from 46.1 µM), inactives show top-dose activity, negative = less viability, most hits filed as cytotoxic. hit rate 1.6% among 360,000;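 also: NT is the 2HG producing partner of a matched IDH1 knockdown line; potency is read from the fitted curve at half-maximal effect; 0% = DMSO-treated cells and -100% = media-only wells without cells; nearly all actives have a fitted effect of over 55% in size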
#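 HT-1080-NT fibrosarcoma cells (2HG-overproducing), 750 cells/well in RPMI with 5% FBS, dosed after 2 h and incubated 48 h at 37C. CellTiter-Glo luminescence normalized to DMSO and no-cell wells; concentration-response curves fitted and classed.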
# The depositor's hits bear a star; ? = inconclusive; . = no result given; [ ] = another dose, or the depositor's remark. Unless noted, calls follow the shape of the dose curve; as a rule, active = well fitted curve in the direction sought with a large enough effect; inconclusive = small, poorly fitted or top-dose-only effect, or another doubt; inactive = no such curve, though single readings can be large; an effect the other way counts as inactive or inconclusive.
SMILES,IL-1B inflam inh,SW480 rereplic,KB-3-1 cytotox,MCF10A rerep,KB-V1 cytotox,HEK293 tox,HT1080 IDH1KD tx,D3 ag,HT1080NT lethal
COc1ccc(-c2cc(C(F)(F)F)n3ncc(C(=O)N4CCc5ccccc5C4)c3n2)cc1,-4.5,2.2%,2.3%,?,-22.1%,14.5%,-13.5%,2.7,-16.2%
C=CCNC(=O)CC(=O)N/N=C/c1ccc(F)cc1,21.6,-5.7%,7.4%,?,-13.5%,0.3%,17.0%,4.9,7.8%
CNc1nc(C)nc(-n2nc(C)cc2C)n1,-1.3,-4.9%,-1.1%,4.6%,0.8%,?,-1.1%,1.8,-4.5%
CCc1ccc(OCC(=O)OCC(=O)c2ccc3c(c2)NC(=O)CO3)cc1,6.3,-0.6%,-0.3%,25.0%,2.4%,-15.1%,-17.0%,-0.1,1.9%
Cc1ccc(N(C(=O)c2csnn2)C(C(=O)NC2CCCCC2)c2ccncc2)cc1 (stereo not drawn),-6.0,-0.2%,10.4%,-3.6%,3.7%,-3.7%,1.0%,8.7,4.4%
CN(C)c1ccc(CN(C(=O)COc2ccccc2)C2CCS(=O)(=O)C2)cc1 (stereo not drawn),-17.0,-0.6%,0.0%,0.7%,0.0%,1.8%,-19.7%,3.2,-11.1%
COc1ccc(OC)c(/C=N/NC(=O)c2c(C)nc3ccc(C)cn23)c1,32.0,0.6%,-2.5%,-2.2%,-1.6%,-6.1%,3.8%,2.5,1.6%
Cc1ccc(C(=O)Nc2ccc3c(c2)nc(CCNC(=O)c2ccco2)n3C)cc1,19.8,-5.9%,23.3%,2.1%,0.3%,-21.0%,1.1%,7.2,3.1%
CCCCN1C(=O)/C(=C2\SC(N3CCOCC3)=NC2=O)c2ccccc21,13.5,-5.9%,-8.5%,?,11.3%,3.4%,-7.5%,2.1,-2.2%
COc1ccc(C2C(C#N)=C(N)Oc3cc(N)ccc32)cc1 (stereo not drawn),-3.4,-8.6%,2.6%,13.7%,2.4%,16.9%,1.6%,0.8,1.8%
Cc1cccc(-c2nnn3c2nc(NCCc2ccc(S(N)(=O)=O)cc2)c2cc(Cl)ccc23)c1,.,.,12.5%,.,-1.7%,-1.4%,.,-2.4,.
O=C(N1CCOCC1)N1[C@H](COCc2ccccc2)C=CS1(=O)=O,-12.8,.,-6.6%,.,?,-5.2%,-3.3%,0.5,-5.1%
Cc1cccc(NC(=O)NCCN2C(=O)C3C4C=CC(C4)C3C2=O)c1 (stereo not drawn),9.8,2.3%,19.3%,-3.4%,7.6%,-5.1%,2.9%,0.6,10.2%
O=C(O)c1sc(Nc2ccccc2)nc1-c1ccccc1,.,.,?,.,?,8.0%,.,-10.7,.
COC(=O)C(Cc1ccccc1)NC(=O)CNC(=O)c1sc2ccccc2c1Cl (stereo not drawn),-17.1,-7.5%,0.0%,8.3%,13.3%,-1.0%,1.3%,-3.8,-9.1%
CC1=Nn2c(nnc2-c2cccs2)SC1,5.6,-0.4%,8.0%,-2.1%,19.3%,0.5%,15.2%,-1.4,9.7%
C#Cc1cccc(NC(=O)C2CCN(C(C)=O)CC2)c1,-1.4,-19.4%,3.1%,-9.2%,24.0%,-7.0%,18.8%,-17.7,11.6%
CCOC(=O)c1sc(N2C(=O)C(O)=C(C(=O)c3ccco3)C2c2ccc([N+](=O)[O-])cc2)nc1C (stereo not drawn),133.5,4.2%,1.6%,?,-7.7%,-28.3%,-4.3%,0.0,-8.5%
CCCCCCCCN1C(=O)[C@H](CC(=O)NCCCOCCCC)C[C@@]2(C(=O)OC)CC(C)(C)CC=C12,-10.6,.,18.4µM*,.,23.1µM*,-16.7%,?,0.0,-3.4%
CC1(C)CC(=O)C=C(Nc2ccc(Br)cc2F)C1,-80.8*,-3.2%,3.1%,-1.4%,?,2.5%,-6.4%,-6.1,0.8%
Cc1cc(NC(=O)CCSc2ccccc2)no1,60.2,1.1%,-7.9%,-2.6%,-1.9%,0.0%,2.0%,-12.5,0.1%
COc1ccc(SC[C@H](CC(C)C)N2CCN(CCc3ccccc3)CCC2=O)cc1,-0.8,15.4%,?,19.6%,-4.4%,0.8%,-20.6%,-45.1,?
CC(C)c1ccc(NC(=O)C2C3C=CC4(CN(Cc5cccnc5)C(=O)C24)O3)cc1 (stereo not drawn),3.3,-1.6%,5.6%,1.6%,?,6.6%,-3.5%,-3.4,-5.8%
COC(=O)c1c[nH]c2c1-c1cc(C(=O)OCc3ccccc3)n(S(=O)(=O)c3ccc(C)cc3)c1C(=O)C2=O,-17.3,?,2.91µM*,12.1%,5.8µM*,?,20.6µM*,-2.0,?
CC(=O)NN1C(=O)/C(=C\c2ccc(C)cc2)SC1=S,0.0,3.3%,6.4%,?,16.8%,-9.9%,8.0%,12.1,10.5%
O=C(NC(=S)NC1CCS(=O)(=O)C1)c1ccccc1 (stereo not drawn),-15.2,-0.1%,?,-4.8%,?,-13.1%,7.0%,7.9,3.5%
COc1ccc(CNCCCO)cc1OC,0.0,-0.3%,-3.2%,-1.2%,10.4%,-0.3%,-7.1%,-14.9,4.2%
C#CCNC(=O)[C@H](Cc1ccc(C(=O)c2ccccc2)cc1)NC(=O)OC(C)(C)C,.,26.2%,0.0%,3.0%,0.0%,.,.,.,.
COc1ccc(Cl)c(Cn2c(NCc3ccco3)nc3c2c(=O)n(C)c(=O)n3C)c1,8.7,-0.7%,-1.3%,13.7%,?,0.9%,-0.4%,5.6,-9.1%
COCCCNC(=O)CCCN1C(=O)c2cccnc2Sc2ccccc21,0.0,-21.6%,3.5%,-5.3%,16.0%,-17.0%,-4.1%,3.1,-2.8%

# Individual results from the entries so far:
# Entry of C#CCNC(=O)[C@H](Cc1ccc(C(=O)c2ccccc2)cc1)NC(=O)OC(C)(C)C under KB-V1 cytotox: 0.0%
# Entry of COc1ccc(Cl)c(Cn2c(NCc3ccco3)nc3c2c(=O)n(C)c(=O)n3C)c1 under IL-1B inflam inh: 8.7

# Random excerpt: two entries already listed
SMILES,IL-1B inflam inh,SW480 rereplic,KB-3-1 cytotox,MCF10A rerep,KB-V1 cytotox,HEK293 tox,HT1080 IDH1KD tx,D3 ag,HT1080NT lethal
CC1(C)CC(=O)C=C(Nc2ccc(Br)cc2F)C1,-80.8*,-3.2%,3.1%,-1.4%,?,2.5%,-6.4%,-6.1,0.8%
C#CCNC(=O)[C@H](Cc1ccc(C(=O)c2ccccc2)cc1)NC(=O)OC(C)(C)C,.,26.2%,0.0%,3.0%,0.0%,.,.,.,.

# (listing goes on)
SMILES,IL-1B inflam inh,SW480 rereplic,KB-3-1 cytotox,MCF10A rerep,KB-V1 cytotox,HEK293 tox,HT1080 IDH1KD tx,D3 ag,HT1080NT lethal
Cc1ccc(-c2cnc3c(c2)C(=O)N([C@H](C)CO)C[C@@H](C)[C@@H](CN(C)C(=O)Cc2ccccc2)O3)cc1,?,.,-0.9%,.,-12.5%,-11.8%,-7.6%,1.3,-8.2%
COc1ccc2sc3cccc(NCCN(C)C)c3c(=O)c2c1,-7.3,.,?,.,?,6.7%,16.4µM*,-4.2,16.4µM*
O=[N+]([O-])c1ccccc1CN1CCN(Cc2ccccn2)CC1,-9.2,-72.5%[inhibitor],-14.3%,4.9%,2.4%,13.7%,1.2%,-9.1,3.1%
CC(C)(C)OC(=O)N1CCC(C(=O)N2CCOCC2)CC1,25.6,-3.5%,-9.4%,-4.5%,0.0%,-10.7%,-2.1%,-0.6,19.1%
CC(=O)NC(c1ccco1)c1cc(Cl)c2ccc(Cl)nc2c1O (stereo not drawn),.,-6.2%[9.22 µM],-8.4%,?,-9.6%,.,.,.,.
COc1ccccc1N1CCN(C(=O)Cc2ccc(Cl)cc2)CC1,3.4,0.9%,-4.9%,1.2%,?,11.5%,-2.2%,2.9,-7.8%
N#CCCN(CCC#N)C(=O)c1ccc(Cl)cc1,1.4,-0.7%,-4.1%,-2.6%,10.8%,1.2%,5.6%,2.7,5.5%
Cc1ccccc1OCc1csc(N)n1,?,-12.9%,23.9%,-20.0%,?,7.7%,8.8%,2.7,12.9%
CCOC(=O)c1c(NC(=O)CN(CC)CC)sc2c1CCN(C(=O)OCC)C2,?,9.1%,-0.5%,-1.0%,?,-17.9%,?,-0.6,?
O=C(NCC(c1cccs1)N1CCOCC1)c1cc(S(=O)(=O)N2CCOCC2)ccc1Cl (stereo not drawn),17.6,4.4%,-38.8%,23.9%,-13.1%,0.4%,-3.0%,-9.0,-2.5%
CCO[C@H]1OC(C(=O)O)=C[C@@H](c2ccc3c(c2)OCO3)[C@@H]1CCCO,63.5,-6.6%,-6.6%,-10.7%,-3.4%,?,4.2%,4.5,-23.7%
Cc1cc(Cl)ccc1OCC(=O)N(Cc1ccc(N(C)C)cc1)C1CCS(=O)(=O)C1 (stereo not drawn),.,.,-1.5%,.,-27.3%,0.3%,.,-0.6,.
CC(OC(=O)CCCN1C(=O)c2ccccc2C1=O)C(=O)Nc1ncc(Cl)cc1Cl (stereo not drawn),-1.3,-3.1%,1.9%,1.4%,11.2%,-5.5%,-1.9%,4.6,2.6%
COc1ccccc1NC(=O)COC(=O)c1cc(C)oc1C,15.1,-0.6%,3.4%,0.3%,-6.1%,13.2%,14.7%,5.5,0.2%

# Bioassay records as filed in PubChem BioAssay.
